BaF3 tox – parental Ba/F3 cell viability inhibition, counter-screen for JAK2V617F inhibitor project, murine pro-B, CellTiter-Glo luminescence | CellTiter-Glo ATP luminescence | AID 1486, 2009 | inhibition, % at 5.6 µM | 1.1% of 220,000 active;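 active = inhibition above a per-campaign cutoff, the mean inhibition of all tested compounds plus 3 SD, cut at about 27% in these data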;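 note: 0% = DMSO wells and 100% = JAK Inhibitor I control wells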
eIF4E 4G PPI – eIF4E–eIF4G protein interaction inhibitors, primary screen, biochemical, uHTS, TR-FRET, eIF4GI fragment; TR-FRET eIF4E-eIF4GI(517-606) binding, 2 h; Eukaryotic translation initiation factor 4E (Mus musculus) + Eukaryotic translation …; 0.37% of 220,000 active; inhibition, % at 21.7 µM; AID 782, 2007;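 active = inhibition above about 30%, limit read from the data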;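 note: 0% = full FRET control wells and 100% = background wells lacking eIF4GI fragment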
NPY-Y2 PAM-ag – NPY-Y2 potentiators or agonists, primary screen, cell-based | cells expressing NPY-Y2, potentiator/agonist read-out | activation, % at 3.6 µM | Neuropeptide Y receptor type 2 (Homo sapiens), P49146 | 0.45% of 220,000 active | AID 1359, 2008; in the data active = activation above about 27%;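 note: cells stimulated with NPY near EC25 plus isoproterenol at EC100; 0% = vehicle plus submaximal agonist and 100% = vehicle plus saturating agonist; some results beyond the cut were filed as inactive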
Target sequence (P49146 whole entry, looked up): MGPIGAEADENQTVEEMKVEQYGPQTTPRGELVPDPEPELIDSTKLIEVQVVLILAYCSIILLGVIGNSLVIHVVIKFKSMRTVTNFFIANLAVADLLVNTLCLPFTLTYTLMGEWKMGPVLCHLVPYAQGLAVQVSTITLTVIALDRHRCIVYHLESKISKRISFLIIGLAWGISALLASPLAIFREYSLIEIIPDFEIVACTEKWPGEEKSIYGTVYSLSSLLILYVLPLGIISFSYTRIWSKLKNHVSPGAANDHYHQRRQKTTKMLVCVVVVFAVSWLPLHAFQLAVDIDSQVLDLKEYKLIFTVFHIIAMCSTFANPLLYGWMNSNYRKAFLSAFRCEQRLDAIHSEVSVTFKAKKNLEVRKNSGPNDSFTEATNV
MDM2 E3 inh – MDM2-luciferase reporter signal enhancers, primary screen, MDM2 E3 ligase inhibitor project, cell-based, luminescence, 1536-well; E3 ubiquitin-protein ligase Mdm2 (Homo sapiens), Q00987; cell-based MDM2 ubiquitination luciferase reporter, 2 h; 0 = plate control, 100 = twice control, blank-subtracted; signal enhancement, % at 5 µM; 0.11% of 210,000 active; AID 1230, 2008;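 active = signal enhancement of 30% or more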;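 note: luminescence tracks abundance of the self-degrading MDM2-luciferase fusion protein; higher signal means inhibition of MDM2 E3 ligase activity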
Target sequence (Q00987 whole entry, looked up, the tested form may be a part): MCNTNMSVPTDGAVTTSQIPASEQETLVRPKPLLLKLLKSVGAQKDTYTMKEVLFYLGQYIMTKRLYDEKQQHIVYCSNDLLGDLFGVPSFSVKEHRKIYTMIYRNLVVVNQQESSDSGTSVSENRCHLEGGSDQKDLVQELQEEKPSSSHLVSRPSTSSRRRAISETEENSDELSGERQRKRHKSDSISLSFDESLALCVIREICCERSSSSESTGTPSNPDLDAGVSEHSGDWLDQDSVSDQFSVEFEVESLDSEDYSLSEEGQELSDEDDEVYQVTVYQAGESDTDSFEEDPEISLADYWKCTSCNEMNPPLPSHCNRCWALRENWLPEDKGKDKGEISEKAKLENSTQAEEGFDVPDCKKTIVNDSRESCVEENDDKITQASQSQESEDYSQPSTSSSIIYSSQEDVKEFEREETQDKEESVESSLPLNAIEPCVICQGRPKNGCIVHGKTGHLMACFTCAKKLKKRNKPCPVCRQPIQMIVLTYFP
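Material: stable MDM2–luciferase fusion reporter cells / Quantity: 2000 cells/well / Dosing: single 5 µM compound dose, 0.2% final DMSO / Buffer or medium: DMEM / Schedule: 4 h cell settling then 2 h compound exposure, 37 °C / Detection: luminescence with SteadyLite reagent, 15 min at room temperature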
S1P4 antagonist – S1P4 receptor antagonists, primary screen, cell-based; S1P4-expressing cells, antagonist mode, reporter read-out; Sphingosine 1-phosphate receptor 4 (Homo sapiens), O95977; 0.26% of 220,000 active; inhibition, % at 4.98 µM; in the data active = inhibition above about 29%;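 note: 0% = wells stimulated with agonist and 100% = vehicle wells without agonist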
Wee1 degr inh – Wee1 degradation inhibitors, primary screen, cell-based, HeLa, Wee1K328M-luciferase, luminescence | HeLa Luc-Wee1K328M stability; 100% = proteasome inhibitor MG132 effect | reporter increase, % at 5 µM | Wee1-like protein kinase (Homo sapiens), P30291 | 1.2% of 220,000 active;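 active = activation above the mean of all tested compounds plus 3 SD, set per screening run, cut at about 8.8% in these data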;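 note: cells exposed to compound for 20 h before luminescence read; 0% = DMSO alone and 100% = MG132 at 30 µM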
Ba/F3 V617F tox – reduced viability of JAK2V617F-dependent Ba/F3 cells, primary screen, JAK2V617F inhibitor project, cell-based, Ba/F3 EpoR-JAK2V617F, luminescence; ATP luminescence; inhibition, % at 5.6 µM; 1.1% of 220,000 active;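 active = inhibition above the campaign mean plus 3 SD over all tested compounds, cut at about 24% in these data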;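 note: cytokine-independent growth of Ba/F3 cells driven by EpoR plus mutant JAK2; 0% = DMSO-treated cells and 100% = JAK inhibitor I control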
PERK inh – block of dimerizer-induced PERK translation repression, primary screen, PERK inhibitor project, CHO PERK-DD cells, SEAP luminescence, HTS | Eukaryotic translation initiation factor 2-alpha kinase 3 (Homo sapiens), Q9NZJ5 | CHO PERK-DD fusion, SEAP luminescence translation reporter | inhibition, % at 5.6 µM | 0.17% of 220,000 active | AID 1416, 2008;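 active = inhibition above the mean inhibition of all tested compounds plus 3 SD, set separately per screening campaign, cut at about 2.9% in these data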;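 note: PERK kinase domain activated by AP20187 dimerizer at 100 nM; 0% = DMSO with dimerizer and 100% = rapamycin at 8.4 µM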
S1P4 agonist – S1P4 receptor agonists, primary screen, cell-based. S1P4-expressing cell line, agonist reporter assay. activation, % at 4.98 µM. 0.35% of 220,000 active. AID 1509, 2009; in the data active = activation above about 11%;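 note: 0% = DMSO vehicle and 100% = reference agonist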
The depositor's hits bear a star; x = not tested or not shown; [ ] = another dose, or the depositor's remark.

SMILES	BaF3 tox	eIF4E 4G PPI	NPY-Y2 PAM-ag	MDM2 E3 inh	S1P4 antagonist	Wee1 degr inh	Ba/F3 V617F tox	PERK inh	S1P4 agonist
CCS(=O)(=O)N1CCC(C(=O)NCc2ccccc2OC)CC1	0	3	-10	-17	-6	0	-2	-1.1	3.0
CCOC(=O)C1(Cc2cccc(F)c2)CCN(Cc2cn(CC)nc2C)CC1	1	1	-5	-15	-8	-1	-3	0.4	0.0
COc1ccc(C2NC(C(=O)O)CS2)cc1COCC(F)(F)F (stereo not drawn)	2	3[fluorescence artefact?]	-5	-21	2	-1	-3	1.1	0.4
C#CC(=O)N(c1ccc(OC)cc1OC)C(C(=O)NC1CCCC1)c1cccs1 (stereo not drawn)	27*	0	35*	4	26	-1	101*	-0.1	2.7
CCC(=O)N(Cc1ccco1)c1nc(-c2ccccc2)cs1	3	-10	8	1	-10	6	-2	2.1	1.0
O=C(c1ccc(-n2c(SCc3cccc(F)c3)nc3ccccc3c2=O)cc1)N1CCOCC1	10	0	1	-9	-19	3	0	-0.8	-1.4
Cc1cc(C)cc(C(=O)N2CCN(c3ccccn3)CC2)c1	4	-2	-8	3	-4	1	1	-0.5	1.2
CCOc1cc(CNCCSc2nnnn2C)cc(Br)c1OCc1ccccc1F	0	-2	-8	-14	-17	0	3	-1.0	1.2
C=CCOc1ccc(Br)cc1/C=N/O	3	2	-9	-4	5	-1	-2	0.5	0.8
O=C(NNC1CC(=O)N(c2ccccc2)C1=O)c1ccco1 (stereo not drawn)	3	0	4	x	-10	-2	-2	0.8	1.1
Cc1[nH]nc(N2CCCCCC2)c1[N+](=O)[O-]	6	0[fluorescence artefact?]	-16	-20	-10	6	1	1.4	0.1
CCOC(=O)/C=C1\SCC(=O)N1CC(=O)Nc1ccccc1OC(F)F	2	-3	0	1	-3	-2	0	-0.4	-1.2

3 entries out of the list, sorted by molar mass, highest first:
SMILES	BaF3 tox	eIF4E 4G PPI	NPY-Y2 PAM-ag	MDM2 E3 inh	S1P4 antagonist	Wee1 degr inh	Ba/F3 V617F tox	PERK inh	S1P4 agonist
CCOC(=O)/C=C1\SCC(=O)N1CC(=O)Nc1ccccc1OC(F)F	2	-3	0	1	-3	-2	0	-0.4	-1.2
COc1ccc(C2NC(C(=O)O)CS2)cc1COCC(F)(F)F (stereo not drawn)	2	3[fluorescence artefact?]	-5	-21	2	-1	-3	1.1	0.4
Cc1cc(C)cc(C(=O)N2CCN(c3ccccn3)CC2)c1	4	-2	-8	3	-4	1	1	-0.5	1.2

Back to the main list with the six entries that preceded the break.
SMILES	BaF3 tox	eIF4E 4G PPI	NPY-Y2 PAM-ag	MDM2 E3 inh	S1P4 antagonist	Wee1 degr inh	Ba/F3 V617F tox	PERK inh	S1P4 agonist
Cc1cc(C)cc(C(=O)N2CCN(c3ccccn3)CC2)c1	4	-2	-8	3	-4	1	1	-0.5	1.2
CCOc1cc(CNCCSc2nnnn2C)cc(Br)c1OCc1ccccc1F	0	-2	-8	-14	-17	0	3	-1.0	1.2
C=CCOc1ccc(Br)cc1/C=N/O	3	2	-9	-4	5	-1	-2	0.5	0.8
O=C(NNC1CC(=O)N(c2ccccc2)C1=O)c1ccco1 (stereo not drawn)	3	0	4	x	-10	-2	-2	0.8	1.1
Cc1[nH]nc(N2CCCCCC2)c1[N+](=O)[O-]	6	0[fluorescence artefact?]	-16	-20	-10	6	1	1.4	0.1
CCOC(=O)/C=C1\SCC(=O)N1CC(=O)Nc1ccccc1OC(F)F	2	-3	0	1	-3	-2	0	-0.4	-1.2
CCc1nnc(NC(=O)c2ccc(OC)cc2)s1	7	1	2	-51	-15	2	-1	0.6	-0.5
Cc1ccc(C(=O)C2Oc3ccccc3C3CC(c4ccc(C)cc4)=NN23)cc1 (stereo not drawn)	5	-4[fluorescence artefact?]	-4	-12	-11	2	6	0.1	0.1
Cc1ccc(Nc2nc(N)c([N+](=O)[O-])c(NCc3ccccc3)n2)cc1	-1	0	17	10	-8	3	0	0.0	-0.1
NS(=O)(=O)c1ccc(CCN=Cc2ccccc2O)cc1	5	7	-4	-2	-10	-2	1	-0.1	0.3
CCC1CCc2c(sc3ncnc(N4CCOCC4)c23)C1 (stereo not drawn)	1	-3	0	-18	6	2	-1	-0.9	0.8
Cc1ccc(Cl)cc1N1CCN(C(=S)NCCc2ccccc2)CC1	7	-2	10	-8	-5	1	0	0.4	-1.9
Cc1ccnc(NC(=O)c2ccc(Cl)c(NC(=O)CCc3ccccc3)c2)c1	10	2	-11	-24	-7	4	4	0.2	1.0
CC(=O)C(=Cc1ccc(O)cc1)C(C)=O	-4	-3	1	-9	1	0	-1	0.4	0.2
CC(C)(C)C(=O)NC(NC(=S)Nc1ccc(S(N)(=O)=O)cc1)C(Cl)(Cl)Cl (stereo not drawn)	2	5[fluorescence artefact?]	-9	-5	3	-2	-5	0.1	-1.3
Nc1c(Cl)ncnc1N/N=C/c1ccc(O)cc1	-1	-2	13	x	-6	4	-6	0.6	-0.4
COC(=O)C1CCN(Cc2ccc(OCCCN3CCN(c4ccc([N+](=O)[O-])cc4)CC3)cc2)CC1	2	1	18	-32	3	0	0	-0.2	-0.2
Cc1ccc(C)c(-n2c(Cc3cccs3)n[nH]c2=S)c1	8	-5	1	-8	3	4	5	0.5	0.2
CC(=O)Nc1ccc(NC(=O)c2ccc(-n3c(C)ccc3C)cc2)cc1	3	3	6	10	-23	0	-3	-0.8	-0.4
CN1CCN(c2cnn(-c3ccccc3)c(=O)c2Br)CC1	5	2	-14	-1	-2	-3	-1	0.3	-3.0
Cc1ccc(Cl)cc1NC(=O)CCN1C(=O)C2C3CCC(C3)C2C1=O (stereo not drawn)	5	1	-5	-6	-1	-2	-1	0.1	-1.5
CCN1CCc2c(sc3c2c(NCc2ccco2)nc2nnnn23)C1	-1	6[fluorescence artefact?]	13	-14	-3	1	-2	0.9	-0.1
Cc1cccc(C(=O)N/N=C/c2ccc[nH]2)c1	7	5	15	-3	-17	1	-1	1.1	0.5
C/C(=N\Nc1nc(-c2ccccc2)cs1)c1cccs1	5	-2	12	-17	-8	2	0	0.1	-0.1
Cc1cc(NC(=O)CSc2nnc(CNc3ccc(F)cc3)n2C2CCCCC2)no1	4	3	8	x	-8	0	-4	-1.4	0.6
COCCNC(=O)COC(=O)C1=Cc2ccccc2OC1	5	0	-2	2	-2	-2	-1	0.7	3.3
CCOC(=O)N1CCN(C(=O)CN(C2CCCCC2)S(=O)(=O)c2c(C)cc(C)cc2C)CC1	3	-3	-21	-8	5	-2	-1	-1.8	0.7
CCOc1ccc(-c2cc(N3C(=O)Nc4ccccc4N3O)on2)cc1	3	6	13	-16	-14	4	-5	1.2	-0.6
COc1ccc(Nc2cc(C(=O)N3CCc4ccccc4C3)c3ccccc3n2)c(OC)c1	3	1	5	-3	1	-1	1	0.6	0.5
COc1ccc(-c2cc(=O)oc(-c3cccc(C)c3)n2)cc1	5	5	-8	-5	4	4	-4	1.3	0.1
Cc1cc(N2C(=O)C(O)=C(C(=O)c3cccs3)C2c2cccc(O)c2)no1 (stereo not drawn)	3	-1	-5	-9	10	-1	-1	-0.1	4.8
FC(F)(F)c1cccc(N2CCN(C(=S)NC3CCCCC3)CC2)c1	7	-2	1	-3	2	4	3	0.9	-1.9
CCOCCCNC(=O)CN1C(=O)CSc2ccccc21	6	4	4	x	3	-3	-6	1.3	-0.7
CCOc1ncccc1C(=O)Nc1ccc(S(=O)(=O)N2CCCC2)cc1	3	-4	-6	-23	-13	-2	0	0.3	-0.9
COc1cc(OC)cc(C(=O)OCC(=O)Nc2ccc(F)cc2F)c1	4	-1	-3	-7	-26	-1	2	-0.3	2.6
O=C(Nc1cccnc1Cl)C1c2ccccc2Oc2ccccc21	8	-4	-10	-15	0	-1	4	-0.2	-1.3
Cc1cc(C)cc(NC(=O)c2ccc(CNc3c(N4CCCC4)c(=O)c3=O)cc2)c1	-2	2	-8	-4	11	-3	-2	0.0	0.8
CC(c1ccccc1)N1C(=O)C2C3C=CC(C4CC34)C2C1=O (stereo not drawn)	4	1	-8	-10	1	-1	3	0.3	-0.9
CCNC(=S)Nc1ccc(S(=O)(=O)Nc2cc(C)nc(C)n2)cc1	3	-3	-5	-8	0	1	0	0.4	0.8
COc1cccc(N2CCN(CC(=O)Nc3nnc(-c4ccccc4)s3)CC2)c1	3	-2	-14	15	-18	2	0	-0.9	-2.5
NC(=NCCc1ccccc1)NS(=O)(=O)c1ccccc1	10	1	-6	-8	-8	-1	5	1.3	0.5
Cn1c(SCC(=O)c2ccccc2)nnc1-c1cccnc1	6	7	-2	-28	-4	1	6	-1.0	1.4
CN(C)CCCN(C(=O)c1ccco1)c1nc2ccc(F)cc2s1	7	0	2	-5	-12	2	5	0.2	-0.6
COCc1nc2ccccc2n1Cc1ccccc1	5	5	6	-5	-10	-2	1	-2.3	0.4
CCOC(=O)c1ccccc1Oc1c(F)c(F)nc(NCCO)c1F	-2	8	12	-15	12	2	-2	0.2	0.6
COc1ccc(NC(=O)CCC(=O)c2ccc(-c3ccccc3)cc2)cc1	7	-6[fluorescence artefact?]	-3	-19	-6	-1	-1	0.5	0.8
Cc1ccc(C)[n+](CC(=O)c2ccc(-c3ccccc3)cc2)c1	10	0	-9	-20	6	-2	2	0.2	0.1
CC1CCCCN1S(=O)(=O)c1ccccc1[N+](=O)[O-] (stereo not drawn)	1	-6	-1	-4	-2	2	-3	0.3	-0.8
Cn1nc(-c2ccccc2)c(/C=N/O)c1Cl	8	0	5	-4	-22	4	1	1.0	-0.7
N=C1C(c2nc(-c3ccc(Cl)cc3)cs2)=C(O)CN1CCCN1CCOCC1	9	-2	23	-23	5	-1	2	-0.8	0.0
Cc1ccc(OCCn2cnc3ccccc3c2=O)c([N+](=O)[O-])c1	-1	2[fluorescence artefact?]	-7	-10	-9	-3	-1	0.2	0.9
